S100A4 inh HTS: S100A4-myosin IIA interaction inhibition | P26447 | 360,000 compounds, 0.14% hits | S100A4/TAMRA-MyoIIA peptide fluorescence polarization | AID 652163 | inhibition, % at 10.7 µM;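 active = mean inhibition of at least 70% across replicates, with every replicate also reaching that level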
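Material: S100A4 monomer protein / Buffer or medium: 50 mM HEPES pH 7.2, 10 mM CaCl2, 100 mM KCl / Times: 5 min incubation before reading / Benchmarks: neutral control DMSO, positive control TFP / Reagent: labelled myosin peptide probe, 5 nM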
E-selectin induc: E-selectin induction on HUVECs. P16581. HUVEC E-selectin immunofluorescence imaging; normalized: neutral wells 0, TNF-alpha wells 100. activation, % at 7.58 µM. 260,000 compounds, 0.37% hits. AID 686992;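 active = mean E-selectin-positive cell signal at least 10% of the positive control, reached in at least 60% of replicates, without over 20% cell loss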;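 note: in these data hits start at about 27%; measured in HUVEC primary endothelial cells; signal is the percent of cells scored E-selectin positive by PE staining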
Target sequence (P16581 whole entry, looked up): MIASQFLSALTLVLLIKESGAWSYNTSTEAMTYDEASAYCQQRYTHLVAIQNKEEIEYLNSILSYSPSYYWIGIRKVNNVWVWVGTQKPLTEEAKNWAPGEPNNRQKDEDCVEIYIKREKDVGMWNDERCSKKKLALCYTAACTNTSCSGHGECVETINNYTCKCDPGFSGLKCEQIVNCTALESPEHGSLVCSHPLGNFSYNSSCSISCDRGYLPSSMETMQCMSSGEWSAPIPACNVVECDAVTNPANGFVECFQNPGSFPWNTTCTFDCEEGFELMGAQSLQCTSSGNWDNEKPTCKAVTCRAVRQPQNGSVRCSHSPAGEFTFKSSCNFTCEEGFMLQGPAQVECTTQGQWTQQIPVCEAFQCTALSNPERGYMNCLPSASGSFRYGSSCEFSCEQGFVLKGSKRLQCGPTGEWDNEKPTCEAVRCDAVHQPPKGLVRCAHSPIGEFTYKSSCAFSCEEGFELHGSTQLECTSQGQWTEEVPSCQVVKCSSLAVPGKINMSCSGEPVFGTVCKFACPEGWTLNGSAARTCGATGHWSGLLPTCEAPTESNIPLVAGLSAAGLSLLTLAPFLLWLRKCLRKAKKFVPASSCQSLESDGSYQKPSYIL
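System: HUVEC / Compound: single concentration / Signal: immunofluorescence imaging / Read-out: percent E-selectin-positive cells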
ERp5 inh: blocks human ERp5 reductase activity on insulin. Q15084. inhibition, % at 9.99 µM. AID 651711. 350,000 compounds, 0.05% hits. ERp5 insulin aggregation, absorbance 650 nm, 90 min;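 active = mean replicate inhibition above about 25%, with every replicate also reaching it, limit read from the data, passing the limit was not always enough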
RAD54 branch: blocks human RAD54 Holliday junction branch migration | FAM/BHQ fluorescence | inhibition, % at 10.4 µM | 360,000 compounds, 0.14% hits | Q92698;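 active = mean normalized replicate activity at least 40 and at least half of replicates scoring 40 or more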;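 note: 0% = median of neutral control wells and 100% = median of positive control wells; inhibitors cause a drop in the FAM fluorescence signal; in these data hits start at about 50%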
ERAP1 HTS inh: inhibitors of human ERAP1 aminopeptidase; Q9NZ08; recombinant ERAP1, Leu-AMC fluorescence, 60 min; inhibition, % at 10.7 µM; 340,000 compounds, 0.15% hits; AID 652197;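 active = mean replicate inhibition of at least 30%, or all replicates individually reaching that 30% level; inactive = mean below 30% and not every replicate reaching it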;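 note: 0% = neutral control wells and 100% = L-leucinethiol positive control wells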
XiGFP reactiv: activators of X-chromosome reactivation in mouse fibroblasts. XiGFP mouse fibroblasts, % GFP-positive cells imaging, 3 d; cells co-treated with 5-aza-dC sensitizer; scaled so ellipticine positive control = 100%. activation, % at 7.58 µM. 360,000 compounds, 0.055% hits. AID 743238;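 active = mean normalized replicate activation at least 10% and every replicate at or above 10%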;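 note: 0% = median of on-plate neutral control wells and 100% = ellipticine 6 µM median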
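Assay system – SV40-immortalized XiGFP fibroblast cells, line 68-5-11 · Buffer or medium – DMEM supplemented with 5-aza-dC as sensitizing agent · Dosing – one concentration, pinned · Benchmarks – positive control ellipticine, 6 µM final · Times – 3 days compound exposure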
esBAF inh: blocks esBAF chromatin remodeling in mouse ES cells; Bmi1-luciferase knock-in reporter, 24 h; 100% = twice the neutral-well signal; 350,000 compounds, 2% hits; reporter increase, % at 12.5 µM; in the data active = activation above about 40%;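 note: 0% = median of the plate's neutral control wells and 100% = double that signal; a rise in the Bmi1 reporter signal indicates esBAF inhibition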
RAD52 inh: inhibitors of human RAD52 DNA annealing; P43351; recombinant RAD52 DNA annealing, FRET fluorescence; inhibition, % at 18.7 µM; 360,000 compounds, 0.46% hits; AID 651710;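 active = every replicate showing at least 50% inhibition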
Target sequence (P43351 whole entry, looked up): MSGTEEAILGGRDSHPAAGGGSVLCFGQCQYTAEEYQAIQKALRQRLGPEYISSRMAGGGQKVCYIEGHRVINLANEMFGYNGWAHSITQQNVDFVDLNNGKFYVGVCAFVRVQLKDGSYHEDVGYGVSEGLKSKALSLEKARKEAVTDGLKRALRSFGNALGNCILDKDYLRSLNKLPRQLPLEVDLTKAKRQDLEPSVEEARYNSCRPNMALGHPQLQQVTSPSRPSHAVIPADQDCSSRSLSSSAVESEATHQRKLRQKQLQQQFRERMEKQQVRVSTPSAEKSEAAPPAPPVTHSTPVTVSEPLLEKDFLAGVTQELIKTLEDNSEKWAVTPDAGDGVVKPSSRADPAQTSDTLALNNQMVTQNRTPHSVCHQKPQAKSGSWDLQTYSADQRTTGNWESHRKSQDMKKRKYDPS
Numbers without * were called inactive; . = not tested or not shown; & = joins results of further samples.

SMILES	S100A4 inh HTS	E-selectin induc	ERp5 inh	RAD54 branch	ERAP1 HTS inh	XiGFP reactiv	esBAF inh	RAD52 inh
CCNC(=O)c1cc2c(c(-c3cccc(-c4ccccc4F)c3)n1)[C@H](CCO)N(C(=O)CC1CC1)C2	-5	0.3	-6	.	7	0.2	.	-1
COc1cc(/C=C2\C(=N)N3N=C(S(C)(=O)=O)SC3=NC2=O)cc(OC)c1OCCOc1ccc(C)cc1	0	-0.1	7	0	9	0.2	8	-26
COc1ccccc1N1CCN(c2ccc3c(c2)S(=O)(=O)c2cccc(C(=O)NCc4ccc(F)cc4)c2C3=O)CC1	-3	.	1	3	.	0.0	13	-30
COCC#Cc1ccc2c(c1)O[C@H](CN(C)Cc1ccccc1)[C@H](C)CN([C@@H](C)CO)S2(=O)=O	-6	0.0	-3	1	2	-0.3	-4	-17
COc1ccccc1CN1CC[C@@H]2[C@H]1c1cc(C3=CCCCC3)ccc1N[C@@H]2CO	-19	-0.3	5	8	0	0.3	0	18
CC(C)(C)CC(=O)Nc1cc2c3c(c1)CC(=O)N3CCC2	2	-1.0	-8	.	1	0.0	.	-10
C[C@H]1CN([C@@H](C)CO)S(=O)(=O)c2ccc(-c3cccc(C(=O)N(C)C)c3)cc2O[C@H]1CN(C)C	9	-0.4	0	2	0	-0.6	-2	-10
CCCn1c2ccccc2c2cnn(CC(=O)NCCCN3CCCC(C)C3)c(=O)c21 (stereo unspecified)	3	.	-3	3	0	0.0	-2	-12
CCC1(CC)NC(=O)N(CC(=O)Nc2ccc(OCc3ccccc3)cc2)C1=O	19	1.2	6	-11	-4	0.3	15	-5
CC(C)NC(=O)Nc1ccc2c(c1)C(=O)N([C@H](C)CO)C[C@H](C)[C@H](CN(C)C(=O)CCCN(C)C)OCCCC[C@@H](C)O2	13	-0.1	1	10	1	0.0	.	1
O=C(NCCO)C(=O)c1c(-c2ccc(Cl)cc2)cc2ccccn12	-4	.	-3	.	0	0.1	.	-6
COc1ccc(NC(=O)N2CC(=O)N3[C@H](CO)[C@@H](c4ccc(/C=C/c5ccccc5)cc4)[C@H]3C2)cc1	-4	-0.5	-2	.	3	0.0	.	-9
Cc1c(N=NC2=C(O)CCCC2=O)c(=O)n(-c2ccccc2)n1C	-11	.	0	.	13	0.0	.	-15
O=C(/C=C/c1cccc([N+](=O)[O-])c1)Nn1c(-c2ccccc2F)nc2ccccc2c1=O	0	2.2	-5	.	-1	0.0	.	-5
COc1ccc(C(=O)Nc2ccc(NC(=O)c3cnccn3)cn2)cc1	-5	.	-1	-10	-1	.	-2	-16
CCOC(=O)C1(CCOc2ccccc2)CCN(Cc2ccccc2O)CC1	-7	.	2	13	1	0.7	-2	-9
COc1ccc(CNC(=O)COC(=O)c2ccccn2)cc1	-1	0.0	-2	.	-1	-0.1	.	-11
COc1ccc(-c2cc(C)no2)cc1S(=O)(=O)N1CCOc2ccc(C)cc21	-2	.	6	8	0	0.1	1	-18
Cc1nn(-c2ccccc2)nc1C(=O)OCC(=O)N1CCCCC1C (stereo unspecified)	-3	.	2	4	0	0.0	14	-21
C[C@@H]1CN([C@H](C)CO)C(=O)c2cccc(NS(=O)(=O)c3cccs3)c2O[C@H]1CN(C)CC1CCCCC1	-9	.	-8	-2	1	-0.1	2	0
CC(=O)N1N=C(c2cccs2)CC1c1ccco1 (stereo unspecified)	-1	.	7	.	3	0.3	.	-19
Cc1ccc(/C=C(\C#N)C(=O)N2CCCC2)c(C)c1	1	.	-4	.	3	0.1	.	0
COc1ccc(C(C#N)(CC(=O)O)c2cnccn2)cc1OC (stereo unspecified)	4	0.8	-5	-22	-1	-0.7	-1	-7
COc1ccc(CCNC(=O)COC(=O)CCC(=O)c2cccs2)cc1OC	-5	-0.2	-8	-6	-1	0.1	-6	-7
C[C@@H]1CCCCO[C@H](CN(C)C(=O)Nc2ccc(F)cc2)[C@@H](C)CN([C@@H](C)CO)C(=O)c2cc(NC(=O)c3ccccc3)ccc2O1	-5	-0.1	1	-8	0	0.7	5	21
O=C(NCCc1ccccc1)c1n[nH]c2ccccc12	12	0.0	1	-7	0	0.0	24	-1
CO[C@H]1CN(C)C(=O)c2ccc(NC(=O)C3CC3)cc2OC[C@H](C)N(Cc2cccnc2)C[C@@H]1C	7	0.1	3	8	1	0.0	-1	0
CCc1nn(CC(=O)NCCCN2CCOCC2)c(=O)c2cc3c(OC)cccc3n12	-4	.	2	5	-4	0.1	-3	1
CCSc1nnnn1-c1ccccc1	-2	.	-6	-3	2	.	0	-11
COc1cccc(CN2CC(O)=C(c3nc(-c4ccc(Cl)cc4)cs3)C2=N)c1	2	.	3	4	1	.	0	-18
Brc1cccc(-c2cnco2)c1	-4	12	3	2	-1	0.0	-8	-3
CC(C)N1CC2(CC(c3ccc(Cl)cc3Cl)=NO2)CN1C(=O)c1ccc(C(C)(C)C)cc1 (stereo unspecified)	-2	3.0	1	7	.	0.0	8	-7
O=C(NC1CCC1)[C@@H]1[C@@H](CO)[C@@H]2Cn3c(ccc(-c4cncnc4)c3=O)[C@H]1N2CCc1ccccc1	1	-0.3	14	-5	0	0.2	-1	-4
CCOc1ccc(C(=O)NCCC(=O)N2CCC3(CC2)NCCc2[nH]cnc23)cc1OCC	-4	.	-6	-6	4	0.0	-1	-3
C[C@H]1CN([C@@H](C)CO)C(=O)c2cc(-c3cccc(C(=O)N(C)C)c3)cnc2O[C@H]1CN(C)C	7	2.1	-8	6	0	0.2	1	5
COc1cccc(CN(C)C(=O)c2ccc(NS(=O)(=O)c3ccc(F)cc3)cc2)c1OC	-1	14	3	-5	1	0.1	-1	-3
CN1CCN(C(=O)C[C@H]2CC[C@@H]3[C@H](COC[C@H](O)CN3Cc3cccc(Cl)c3)O2)CC1	1	0.3	3	0	-2	0.0	1	7
COc1ccc(N(C)S(=O)(=O)c2cccc(C(=O)OC(C(=O)Nc3cc(C)cc(C)c3)c3ccccc3)c2)cc1 (stereo unspecified)	-2	-3.1	-10	.	-1	0.0	.	-13
O=C(c1cccnc1)N1CC(=O)N2[C@H](CO)[C@H](c3ccc(/C=C/c4ccccc4)cc3)[C@H]2C1	11	-0.3	-2	.	.	0.0	.	-17
COc1ccccc1CNC(=O)c1ccc(CS(=O)Cc2cccc(Cl)c2)o1 (stereo unspecified)	2	0.2	-4	-2	2	0.0	-5	1
Cc1c(/C=N/NC(N)=O)c2ccccn2c1C(=O)c1ccc(F)cc1	7	-1.0	-1	.	-1	0.1	.	-29
CCC(=O)Nc1nnc(SCC(=O)c2ccc3c(c2)Cc2ccccc2-3)s1	3	.	0	-16	-2	.	14	-31
C[C@@H]1CN([C@H](C)CO)C(=O)CCCn2cc(nn2)CO[C@H]1CN(C)C	12	-0.1	14	-4	0	-0.2	-2	-6
O=C(CN1C(=O)NC2(CCOc3ccccc32)C1=O)NCCc1ccccc1 (stereo unspecified)	17	.	3	0	-2	0.0	-1	-11
Cc1cc(NC(=O)CSc2nnc(C(F)(F)F)n2C)no1	-3	.	-19	-8	-5	0.1	-4	-10
O=C(CN1CCCCCC1)Nc1ccc(Cl)cn1	-1	1.2	-9	2	-1	0.1	6	-22
C=CCN(CC=C)c1cnn(-c2nc3ccccc3[nH]2)c(=O)c1Cl	-2	.	0	8	-3	.	-4	-13
Cc1ccc(CNC(=O)COC(=O)C2CC2)cc1	-41	0.1	-1	6	1	-0.1	10	-1
COc1ccccc1CN(C)C[C@H]1OCc2cnnn2CCCC(=O)N([C@@H](C)CO)C[C@@H]1C	4&3	-0.2	4&5	-6&-9	-3&-1	0.3&-0.3	-7&-3	-5&1
C[C@H](CO)N1C[C@H](C)[C@H](CN(C)C(=O)Nc2ccc(F)cc2)Oc2ccc(NC(=O)Cc3cn(C)c4ccccc34)cc2CC1=O	3	0.1	-6	.	-1	0.6	7	4
CC(=O)Nc1ccccc1NC(=O)c1ccc(C)c(C)c1	-1	.	1	1	-9	0.0	3	-2
Cc1cc(NC(=O)COC(=O)Cn2[nH]c(=O)c3ccccc3c2=O)c([N+](=O)[O-])cc1C	-9	0.0	4	.	0	0.3	.	-8
CCOc1ccc(OCCC(=O)N(CCOC)c2c(N)n(Cc3ccccc3)c(=O)[nH]c2=O)cc1	-3	1.2	0	-1	-2	0.0	-1	-16
CO[C@H]1CN(C)C(=O)c2ccc(NC(=O)C3CCCC3)cc2OC[C@H](C)N(CCC(F)(F)F)C[C@H]1C	4	0.1	0	-11	4	0.0	7	6
O=C(NCc1ccc(F)cc1)[C@H]1[C@H](CO)[C@H]2Cn3c(ccc(-c4cccnc4)c3=O)[C@@H]1N2	0	-0.1	1	-8	5	0.4	4	3
Cc1c(CCOC(=O)c2ccc(Cl)cc2Cl)sc[n+]1CC(=O)c1ccccc1	-4	1.8	-11	.	0	0.3	.	37
Cc1coc2cc3oc(=O)c(CCC(=O)NCCCn4ccnc4)c(C)c3cc12	0	.	3	2	2	.	2	-12
CN1C(=O)c2cc(NC(=O)Cc3ccccc3)ccc2OC[C@@H]2O[C@H](CC(=O)NC3CCC3)CC[C@H]21	3	0.0	3	6	2	0.0	-1	-8
C[C@@H]1CN([C@H](C)CO)S(=O)(=O)c2ccc(/C=C/c3ccccc3)cc2O[C@H]1CN(C)C(=O)NC1CCCC1	-11	-3.6	-5	2	1	-0.5	12	-6
CN(C)C(=O)C[C@@H]1C[C@@H]2c3cc(NC(=O)C4CCOCC4)ccc3O[C@@H]2[C@H](CO)O1	0	1.3	-8	3	2	0.2	-4	-6

Other results
SMILES	S100A4 inh HTS	E-selectin induc	ERp5 inh	RAD54 branch	ERAP1 HTS inh	XiGFP reactiv	esBAF inh	RAD52 inh
C=CCc1ccc(OCC(O)CN2CCN(c3ccccc3)CC2)c(OC)c1 (stereo unspecified)	-1	0.0	2	.	-4	-0.1	.	-10
CN(c1cccc(NC(=O)CN(c2ccc(F)cc2)S(C)(=O)=O)c1)S(C)(=O)=O	1	.	2	5	4	0.2	-9	-3
O=C(COC(=O)c1ccc(Cl)c(S(=O)(=O)N2CCCCC2)c1)NCc1ccco1	-6	0.7	4	-6	-3	0.3	-9	-80
CCOCCc1nnc(NC(=O)C2CC(=O)N(CCc3ccc(F)cc3)C2)s1 (stereo unspecified)	-17	0.0	-1	-2	-7	-0.1	-6	-4
CCNC(=S)Nc1ccc(C)c(S(=O)(=O)Nc2ccccc2OC)c1	-6	.	1	.	10	-0.1	.	-26
Cc1ccc2nc(N3CCN(C(=O)c4ccco4)CC3)sc2c1	0	.	-4	.	0	0.2	55*	-17
COc1ccc(-n2nnc3c(SCC(=O)Nc4ccccc4F)ncnc32)cc1	2	4.4	0	.	-4	0.0	.	-21

Exported in markdown: entries from further up.
| mol | S100A4 inh HTS | E-selectin induc | ERp5 inh | RAD54 branch | ERAP1 HTS inh | XiGFP reactiv | esBAF inh | RAD52 inh |
| --- | --- | --- | --- | --- | --- | --- | --- | --- |
| O=C(COC(=O)c1ccc(Cl)c(S(=O)(=O)N2CCCCC2)c1)NCc1ccco1 | -6 | 0.7 | 4 | -6 | -3 | 0.3 | -9 | -80 |
| CCOCCc1nnc(NC(=O)C2CC(=O)N(CCc3ccc(F)cc3)C2)s1 (stereo unspecified) | -17 | 0.0 | -1 | -2 | -7 | -0.1 | -6 | -4 |
| CCNC(=S)Nc1ccc(C)c(S(=O)(=O)Nc2ccccc2OC)c1 | -6 | . | 1 | . | 10 | -0.1 | . | -26 |
| Cc1ccc2nc(N3CCN(C(=O)c4ccco4)CC3)sc2c1 | 0 | . | -4 | . | 0 | 0.2 | 55* | -17 |
